Assay outcomes from PubChem BioAssay.
GAA inh – alpha-glucosidase (human) inhibition | purified human GAA, 4-MU-alpha-glucoside fluorescence | Potency, µM (highest dose often 76.9 µM), inactives show top-dose activity change, negative = inhibition, actives largely listed as inhibitors | 200,000 compounds, 0.005% hits;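 note: plate controls were uninhibited enzyme wells for no effect and no-enzyme background for full effect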
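Fluorogenic assay: 4 nM human alpha-glucosidase with 400 uM 4-methylumbelliferyl-alpha-D-pyranoside in 50 mM citrate/phosphate, 0.005% Tween-20, pH 5.0, 20 min at room temperature. Compounds tested up to 77 uM; AC50 from Hill fits.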
GAA spleen mod – inhibits or activates alpha-glucosidase in human spleen homogenate; P10253; human spleen homogenate, 4-MU-alpha-glucoside fluorescence; 240,000 compounds, 0.006% hits; AID 2112; Potency, µM (doses to about 79.9 µM), without a hit: at the highest dose activity change, negative = inhibition, actives largely listed as inhibitors;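 note: 0% = enzyme with vehicle and -100% = no enzyme basal signal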
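Compounds were titrated against alpha-glucosidase in spleen homogenate at pH 5.0, with 1 mM 4-methylumbelliferyl substrate for 40 min at 37 C. Reactions were quenched with pH 10 NaOH/glycine and fluorescence measured.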
IMPase Li inh – membrane-permeable IMPase blocker, potentiated with lithium | 210,000 compounds, 0.35% hits | CHO-M1 cells, IP1 TR-FRET (IP-One), carbachol + lithium | Potency, µM (highest dose often 59.4 µM), without a hit: top-dose activity, negative = IMPase inhibition, hits mostly inhibitors | AID 1457;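 note: IP1 builds up when IMPase is blocked and the TR-FRET signal falls; plate controls were basal vehicle for no effect and high inhibitor control for full effect; nearly all actives have a fitted effect of over 50% in size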
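CHO cells stably expressing M1 receptor (2000/well) were cultured 16–30 h, then exposed to compounds with a small lithium addition for 30 min at 37C. IP1 was measured by TR-FRET competition; AC50 from Hill fits.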
GAA glycogen mod – GAA glycogen-cleavage inhibition or activation; AID 2100; Potency, µM (series often up to 76.4 µM), for the others: at the highest dose activity change, negative = inhibition, hits mostly inhibitors; 300,000 compounds, 0.38% hits; recombinant GAA, glycogen substrate, Amplex Red glucose oxidase fluorescence;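 note: 0% = full enzyme reaction and -100% = no-enzyme basal signal; the screen sought inhibitors and activators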
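qHTS, 1536-well; enzyme 4 nM final; cpd up to 77 uM; substrate bovine liver glycogen 30 ug; 50 mM citrate/phosphate pH 5.0, 0.01% Tween-20; 37 C, 40 min; Amplex Red detection 45 min RT; Hill fit → AC50.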
RGS12 GoLoco inh – blocks human Gai1 binding to RGS12 GoLoco peptide, red readout; Gai1:RGS12 GoLoco peptide FP, rhodamine, 10 min; Potency, µM (titrated, usually from 61.6 µM), for the others: at the top dose activity, negative = inhibition, hits mostly inhibitors; 230,000 compounds, 0.44% hits; AID 880; active = well fitted inhibition curve with a large enough effect, not every such curve was filed as active; inactive = no such curve, though single readings can be large or run the other way; note: % is set by controls: 0 for no effect and ±100 for the full control effect; nearly all actives have a fitted effect of over 30% in size; many of its hits are not listed in these tables
Target sequence (P63096 whole entry, looked up): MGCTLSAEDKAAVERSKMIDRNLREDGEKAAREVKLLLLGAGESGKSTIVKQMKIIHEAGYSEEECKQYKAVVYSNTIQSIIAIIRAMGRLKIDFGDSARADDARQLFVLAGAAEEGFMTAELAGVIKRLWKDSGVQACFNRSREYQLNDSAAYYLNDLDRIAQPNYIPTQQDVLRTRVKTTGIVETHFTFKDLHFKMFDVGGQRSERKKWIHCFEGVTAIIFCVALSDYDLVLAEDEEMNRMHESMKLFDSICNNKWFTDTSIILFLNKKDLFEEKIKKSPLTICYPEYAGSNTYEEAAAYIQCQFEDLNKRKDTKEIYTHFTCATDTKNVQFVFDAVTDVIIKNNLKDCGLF
HTT aggregate – inhibitors of mutant huntingtin aggregate formation in PC12 cells. PC12 HttQ103-GFP aggregates, Acumen cytometry, 40 h. Potency, µM (doses to about 46.1 µM), for inactives: top-dose activity change, negative = inhibition, most hits filed as inhibitors. 220,000 compounds, 1.1% hits; note: % is set by controls: 0 for no effect and ±100 for the full control effect; nearly all actives have a fitted effect of over 60% in size
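PC12/HTTQ103-GFP, ecdysone-inducible; teb 100 nM; cpd qHTS titration; GFP aggregates read on laser cytometer, Ex 488/Em 500-530 nm.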
HTT ATP protect – Huntington cell model cytoprotection by ATP luminescence; PC12 HTT-Q103 induced, cytoprotection, ATP luminescence, 40 h; Potency, µM (doses to about 56.4 µM), for inactives: cytoprotection (ATP increase), most hits filed as activators; 230,000 compounds, 0.14% hits; AID 1471;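 note: % of control where 0% means no effect; nearly all actives have a fitted effect of over 45% in size; toxic huntingtin expression switched on by the ecdysone agonist tebufenozide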
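Compounds were screened for protection of PC12 cells against cell death after tebufenozide induction (100 nM final) of mutant Huntingtin exon 1 (Q103) fused to GFP.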
Active calls of the source: *; u = inconclusive; x = no result given; [ ] = remark or other dose. Unless noted, calls come from the whole dose curve; as a rule, active = well fitted curve in the direction sought with a large enough effect; inconclusive = small, poorly fitted or top-dose-only effect, or another doubt; inactive = no such curve, though single readings can be large; an effect the other way counts as inactive or inconclusive. Potency is the fitted concentration of half-maximal effect. Not all compounds are listed. The share of hits here may be higher or lower than overall.

no.	smiles	GAA inh	GAA spleen mod	IMPase Li inh	GAA glycogen mod	RGS12 GoLoco inh	HTT aggregate	HTT ATP protect
1	CCn1c(SCC(=O)N2CCCc3ccccc32)nc2c1c(=O)n(C)c(=O)n2C	-2%	1%	-9%[38.3 µM]	4%	45%	1%	-4%[10 µM]
2	Cc1ccc2c(c1)NC(C(C)(C)C)CO2 (configuration not stated)	3%	-5%	11%[38.3 µM]	-18%	-5%	8%	7%
3	Cc1ccccc1C(=O)N1CCN(C(c2ccccc2)c2ccccc2)CC1	x	-2%	x	-3%	10%	-27%[9.22 µM]	12%[10 µM]
4	O=C(NCc1ccco1)/C(=C/c1ccco1)NC(=O)c1ccc(Br)o1	0%	0%	-3%	2%	-14%	-4%	17%[10 µM]
5	C/C(=N\NC(=O)c1ccncc1)c1ccc2ccccc2c1O	x	x	-2%	x	39%[activator][14.2 µM]	x	-33%[inhibitor][10 µM]
6	Cc1cccc(Cn2cccc2/C=C2/C(=N)N3C=CSC3=NC2=O)c1	-5%	-4%	1%	0%	55%[activator]	2%	-3%[10 µM]
7	CC(=O)Oc1ccc(/C=C2/CCc3ccccc3C2=O)cc1	-14%	-5%	x	-10%	6%	-1%[9.22 µM]	-19%[10 µM]
8	CCOC(=O)c1c(NC(=O)CN2C(=O)NC3(CCC(CC)CC3)C2=O)sc(C)c1-c1ccc(C)cc1 (configuration not stated)	3%	-2%	9%	5%	1%	-9%	3%[10 µM]
9	O=C(CSc1ccc(-c2ccccc2)nn1)NCC1CCCO1 (configuration not stated)	-3%	x	7%	x	6%	4%	-23%
10	CC(=O)Nc1ccc(C(C#N)c2ccccc2)cc1 (configuration not stated)	5%	2%	11%	-10%	1%	2%[9.22 µM]	7%[10 µM]
11	CNC(=S)Nc1cc(C(=O)N2CCCC2)ccc1N1CCCC1	-1%	-4%	21%	-7%	-4%	10%	-50%[inhibitor]
12	CC1CCN(CC(O)COC2CC(C)CCC2C(C)C)CC1 (configuration not stated)	-8%	-12%	9%	-2%	-6%	-12%	-42%[inhibitor]
13	CCN(CC)S(=O)(=O)c1ccc2oc(C(=O)NC(C)C)c(C)c2c1	-13%	-24%	14%[38.3 µM]	3%	4%	-1%	-8%
14	COC(=O)C1C(=O)C2=C(CC1C)Nc1ccccc1NC2c1ccc(C)s1 (configuration not stated)	13%	0%	0%	9%	12%	0%[9.22 µM]	-15%[10 µM]
15	N#Cc1cccc(NC(=O)NCCc2c[nH]c3ccccc23)c1	-12%	-3%	4%	4%	-3%	-3%	2%
16	c1ccc(OCCOCCN2CCN(C(c3ccccc3)c3ccccc3)CC2)cc1	u	2%	18%	-1%	-10%	4%	15%[10 µM]
17	COc1ccc(OC)c(NC(=O)COC(=O)CSc2ccc(Cl)cc2)c1	4%	1%	-1%	1%	3%	-21%	21%[10 µM]
18	COc1cc(NC(=O)CSc2nc3c(C)ccc(C)c3cc2C)c(C(=O)O)cc1OC	1%	3%	-6%	-3%	4%	u	11%[10 µM]
19	COC(=O)c1cc2c(cc1Cl)N1CCCCCC1=NS2(=O)=O	x	0%	x	2%	2%	-1%[9.22 µM]	33%[10 µM]
20	Cc1cc(C)c(S(=O)(=O)NCCCN2CCOCC2)cc1Br	-6%	-2%	-2%[38.3 µM]	3%	5%	1%	9%
21	Cc1nc(C(=O)N/N=C/c2[nH]ncc2Br)cs1	1%	-17%	x	8%	16%	22%[9.22 µM]	u
22	O=C(NC(=S)Nc1ccc(S(=O)(=O)N2CCCCC2)cc1)c1ccc(Cl)cc1	1%	1%	-27%[38.3 µM]	-4%	-19%	-4%	-11%
23	COc1ccc(/C=C/C(=O)Oc2ccc(/C=N/NC(=O)c3ccccc3)cc2)cc1OC	1%	-2%	-1%	1%	2%	7%	14%[10 µM]
24	COc1ccc(S(=O)(=O)N2CCC(C(=O)NCC3CCCO3)CC2)cc1C (configuration not stated)	u	-9%	-7%[38.3 µM]	7%	1%	4%	-3%
25	CC(=O)Nc1nc(-c2ccc(Br)s2)cs1	-6%	-3%	-2%[38.3 µM]	6%	-5%	24%	-25%[10 µM]

(cont.)
no.	smiles	GAA inh	GAA spleen mod	IMPase Li inh	GAA glycogen mod	RGS12 GoLoco inh	HTT aggregate	HTT ATP protect
26	CCOC(=O)c1[nH]c2ccc(OC)cc2c1NC(=O)C(C)N1CCC2(CC1)OCCO2 (configuration not stated)	-6%	9%	-26%[38.3 µM]	-9%	9%	22%	-26%[0.074 µM]
27	CC1CCCCC1NC(=O)C1CC=CCC1C(=O)O (configuration not stated)	-5%	1%	-7%	0%	2%	-3%	x
28	CCCCCNC(=O)C(C#N)c1nc2ccccc2nc1N1CCCC1 (configuration not stated)	1%	0%	33%[activator][38.3 µM]	-7%	10%	-17%	-4%
29	CCCCCCCn1c2c(c(=N)c3ccccc31)CCC2	-6%	3%	25%	-6%	12%	u	-55%[inhibitor][10 µM]
30	COC(=O)COC(=O)c1ccc(-n2nnnc2SC)cc1	-3%	-2%	34%[activator][38.3 µM]	0%	-1%	-4%	-7%[0.074 µM]
31	O=C(NCc1ccccc1)c1c[nH]c2cc3c(cc2c1=O)OCCO3	-14%	3%	2%	4%	19%	-17%	-1%[10 µM]
32	Cc1cc(/C=c2\sc3nc4ccccc4n3c2=O)c(C)n1-c1ccc(C(=O)O)cc1	2%	-9%	12%	-1%	17%	-14%[9.22 µM]	-6%
33	CN1CCN(C(=O)c2cc(COc3ccc(F)cc3Cl)on2)CC1c1ccccc1 (configuration not stated)	-2%	-2%	17%	-17%	25%	-24%	-17%
34	COc1ccccc1N1CCN(Cc2cccs2)CC1	-2%	-5%	11%[38.3 µM]	-17%	-19%	0%	-25%
35	Nc1ccc(C(=O)OCc2nc3ccccc3[nH]2)cc1	-2%	3%	-8%[38.3 µM]	5%	-8%	-17%	-3%[10 µM]
36	COC(=O)c1cc(C(=O)OC)cc(N2C(=O)CC(NNC(=O)c3ccccc3Cl)C2=O)c1 (configuration not stated)	2%	-1%	-6%	-8%	4%	12%	2%[10 µM]
37	O=C(Cn1nnc(-c2ccccc2)n1)N1CCN(S(=O)(=O)c2ccc(Cl)cc2)CC1	-22%	10%	3%[38.3 µM]	-3%	1%	-4%	-7%
38	CCOc1ccc(N(CC(=O)N2CCC(Cc3ccccc3)CC2)S(C)(=O)=O)cc1	3%	0%	8%	5%	9%	8%[9.22 µM]	-16%[10 µM]
39	CN(C)C(=S)Nc1ccc2c(c1)OCO2	-3%	7%	10%	-17%	-2%	-1%	x
40	c1ccc(CSc2ccc(-c3ccco3)nn2)cc1	1%	-3%	3%	9%	-6%	-3%	-20%[10 µM]
41	COc1ccccc1CNC(=O)C1CCCN(S(C)(=O)=O)C1 (configuration not stated)	-5%	-6%	-10%[38.3 µM]	6%	1%	-14%	-35%
42	CC1(C)C2CCC1(C)C(OCCNCCOC(=O)Nc1ccccc1)C2 (configuration not stated)	x	-5%	x	0%	-2%	-2%[9.22 µM]	-21%[10 µM]
43	CCCCCCc1nc2c(=O)[nH]c3ccccc3c2o1	1%	-2%	20%[38.3 µM]	6%	3%	-20%	-25%[10 µM]
44	CS(=O)(=O)Nc1nnc(SCC(=O)N(c2ccccc2)c2ccccc2)s1	-9%	-8%	-3%	12%	-7%	-10%	16%[10 µM]
45	CCN(Cc1ccccc1)C(=O)Cn1c(=O)oc2ccccc21	6%	-3%	2%	3%	5%	0%	-12%
46	CCCSc1nc2c(cnn2-c2ccc(C)c(C)c2)c(=O)[nH]1	-10%	-6%	-7%[38.3 µM]	-15%	1%	4%	-10%
47	COc1ccc(N(Cc2cc3cc(OC)ccc3[nH]c2=O)S(C)(=O)=O)cc1	-3%	6%	u	-7%	14%	5%	-1%[0.074 µM]
48	CCCc1c(C)c2cccc(C)c2[nH]c1=O	-26%	1%	-3%[38.3 µM]	12%	-8%	-11%	1%
49	CN1CCN(C(=O)c2ccc(-n3cccc3)cc2)CC1	-2%	-8%	-7%[38.3 µM]	8%	10%	-9%	24%
50	CC(=O)NCCn1c(SCc2cc(=O)n3cc(Cl)ccc3n2)nc2ccccc2c1=O	-3%	2%	-4%[38.3 µM]	1%	11%	16%	12%

The list continues:
no.	smiles	GAA inh	GAA spleen mod	IMPase Li inh	GAA glycogen mod	RGS12 GoLoco inh	HTT aggregate	HTT ATP protect
51	Cc1ccc(OCC(=O)N/N=C/c2cn(Cc3ccccc3)c3ccccc23)cc1	6%	-12%	2%	-3%	-12%	2%	13%[10 µM]
52	CCOC(=O)CNC(=O)c1sc2nc(C)cc(C)c2c1N	8%	-14%	-13%[38.3 µM]	2%	-1%	17%	-11%
53	CC(O)c1nc2ccccc2n1CCOc1ccccc1 (configuration not stated)	-1%	0%	3%	-2%	-25%	-10%	-5%[10 µM]
54	CN(c1ncc(C(F)(F)F)cc1Cl)N1C(=O)C2ONC3(C(=O)CC(C)(C)CC3=O)C2C1=O (configuration not stated)	-2%	-4%	-2%	-3%	6%	10%	-52%[inhibitor]
55	NC(=O)C1CCN(C2=C(NS(=O)(=O)c3ccccc3)C(=O)c3ccccc3C2=O)CC1	x	2%	x	u	7%	-19%[9.22 µM]	-5%[10 µM]
56	CC(C)c1nc(SCC(=O)Nc2ccc(N(C)C)cc2)c2ccccc2n1	-8%	-12%	15%	23%	-4%	u	-29%
57	CC(=O)c1ccc(NC(=O)c2ccc(COc3ccccc3[N+](=O)[O-])o2)cc1	0%	-7%	1%	4%	41%[activator]	-4%	x
58	CCN(CC)Cc1cc(CCNC(=O)c2ccc(Cl)cc2)ccc1O	-3%	5%	32%[activator][38.3 µM]	5%	11%	8%	-3%
59	Cc1cc(C(=O)CSc2nnc(NCc3ccccc3)s2)c(C)n1C	-1%	-2%	0%[38.3 µM]	0%	7%	31%	-71%[inhibitor]
60	COC(=O)CSc1nc2ccc(C)cc2[nH]1	1%	-4%	0%[38.3 µM]	13%	-3%	-18%	6%

Of the compounds above, these have bromine.
no.	smiles	GAA inh	GAA spleen mod	IMPase Li inh	GAA glycogen mod	RGS12 GoLoco inh	HTT aggregate	HTT ATP protect
4	O=C(NCc1ccco1)/C(=C/c1ccco1)NC(=O)c1ccc(Br)o1	0%	0%	-3%	2%	-14%	-4%	17%[10 µM]
20	Cc1cc(C)c(S(=O)(=O)NCCCN2CCOCC2)cc1Br	-6%	-2%	-2%[38.3 µM]	3%	5%	1%	9%
21	Cc1nc(C(=O)N/N=C/c2[nH]ncc2Br)cs1	1%	-17%	x	8%	16%	22%[9.22 µM]	u
25	CC(=O)Nc1nc(-c2ccc(Br)s2)cs1	-6%	-3%	-2%[38.3 µM]	6%	-5%	24%	-25%[10 µM]
